# Screening results from PubChem.
# ADAM17 inh – ADAM17 inhibition, QFRET primary screen | inhibition, % at 6.95 µM | AID 720648 | recombinant ADAM17, EDANS/DABCYL FRET peptide cleavage | P78536 | actives 0.83% (n = 370,000);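 active = inhibition above the mean of compounds lying between control limits plus 3 SD, set per campaign, cut at about 8.5% in these data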;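 also: 0% = DMSO-only wells as the low control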
# PLC-gamma1 inh – blocks human PLC-gamma1 enzyme activity | AID 720700 | inhibition, % at 12.2 µM | purified PLC-gamma1, fluorogenic substrate, fluorescence | actives 0.84% (n = 370,000); in the data active = inhibition above about 9.5%
# ARFGAP1 inhibitor – inhibitors of rat ARFGAP1; Q62848; Arfgap1-stimulated ARF1 GTP hydrolysis, GDP FP detection; inhibition, % at 16.5 µM; actives 0.26% (n = 360,000); AID 651572;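 active = inhibition above a per-plate limit, mean inhibition of low control wells plus 3 SD, cut at about 25% in these data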;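 also: 0% = DMSO wells with enzyme and 100% = wells lacking Arfgap1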
# Target sequence (Q62848 1-136 limits assumed): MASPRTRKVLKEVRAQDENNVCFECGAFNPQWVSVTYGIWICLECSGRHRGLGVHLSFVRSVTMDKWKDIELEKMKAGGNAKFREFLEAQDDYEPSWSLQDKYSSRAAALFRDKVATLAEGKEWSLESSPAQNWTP
#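 Assay system: purified rat His6-Arfgap1 residues 1-136 (GAP domain); Reagent: human Δ17 ARF1 bound to GTP; Dosing: 16.5 µM single point, 1.26% DMSO; Times: GTP hydrolysis reaction 2 h at 25 °C; Signal: FP, GDP Alexa 633 tracer displaced from anti-GDP antibody, 620/688 nm; Measure: % inhibition from polarization.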
# Tn7 DDE FP – DD(E)-Tn7 binding inhibition, primary FP screen. P02675. FP displacement of FITC-Tn7 peptide from fibrin DD(E); 0% = median of compound wells per plate. inhibition, % at 8.3 µM. actives 0.13% (n = 370,000). AID 720508;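 active = inhibition above the mean of compounds falling within the control limits plus 3 SD of them, cut at about 14% in these data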;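 also: 0% = plate median of compound wells and 100% = 10 µM Aha-Tn7 peptide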
#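 Test system – human fibrin DD(E) · Times – 10 min preincubation, 3 h with tracer, room temperature · Detection – fluorescence polarization of the labelled Tn7 tracer · Measure – percent inhibition normalized to high-control wells · Benchmarks – high control wells with 10 µM unlabelled Aha-Tn7 peptide (full inhibition) · Repeats – singlicate testing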
# DDE Tn6 FP inh – disrupts Tn6 cyclic peptide binding to fibrin D-Dimer-E complex. Fibrin DD(E) TRITC-Tn6 fluorescence polarization displacement. inhibition, % at 8.3 µM. AID 720509. P02675. actives 0.21% (n = 370,000);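 active = inhibition above a per-campaign cutoff: mean of compounds within control limits plus 3 SD, cut at about 15% in these data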;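 also: 0% = median of all compound wells on the plate and 100% = blocking peptide control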
# ASAP1 GAP inh – ASAP1 ArfGAP inhibition; Q9ULH1; ASAP1-stimulated ARF1 GTP hydrolysis, GDP FP detection; inhibition, % at 16.5 µM; actives 0.19% (n = 360,000); in the data active = inhibition above about 25%;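 also: 0% = vehicle with enzyme and substrate and 100% = no enzyme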
# MBD2 inh – blocks human MBD2 binding to methylated DNA; Q9UBB5; TR-FRET, MBD2 binding to methylated oligonucleotide; inhibition, % at 4.4 µM; actives 0.31% (n = 370,000); AID 686964; in the data active = inhibition above about 13%
# PLC-beta3 inh – PLC-beta3 (human) inhibition, primary screen; Q01970; Purified PLC-beta3, fluorogenic substrate, fluorescence; inhibition, % at 12.2 µM; actives 0.18% (n = 370,000); in the data active = inhibition above about 11%;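 also: 0% = median of compound wells on plate and 100% = full blocker control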
# UHRF1 binding – human UHRF1 methylated DNA binding inhibitors; Q96T88; UHRF1 binding to methylated oligo, TR-FRET; inhibition, % at 4.4 µM; actives 0.75% (n = 370,000); in the data active = inhibition above about 21%;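 also: UHRF1 SRA domain binding a hemimethylated CpG hairpin DNA probe; 0% = median of test compound wells and 100% = reference inhibitor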
# Target sequence (Q96T88 whole entry, looked up, the tested form may be a part): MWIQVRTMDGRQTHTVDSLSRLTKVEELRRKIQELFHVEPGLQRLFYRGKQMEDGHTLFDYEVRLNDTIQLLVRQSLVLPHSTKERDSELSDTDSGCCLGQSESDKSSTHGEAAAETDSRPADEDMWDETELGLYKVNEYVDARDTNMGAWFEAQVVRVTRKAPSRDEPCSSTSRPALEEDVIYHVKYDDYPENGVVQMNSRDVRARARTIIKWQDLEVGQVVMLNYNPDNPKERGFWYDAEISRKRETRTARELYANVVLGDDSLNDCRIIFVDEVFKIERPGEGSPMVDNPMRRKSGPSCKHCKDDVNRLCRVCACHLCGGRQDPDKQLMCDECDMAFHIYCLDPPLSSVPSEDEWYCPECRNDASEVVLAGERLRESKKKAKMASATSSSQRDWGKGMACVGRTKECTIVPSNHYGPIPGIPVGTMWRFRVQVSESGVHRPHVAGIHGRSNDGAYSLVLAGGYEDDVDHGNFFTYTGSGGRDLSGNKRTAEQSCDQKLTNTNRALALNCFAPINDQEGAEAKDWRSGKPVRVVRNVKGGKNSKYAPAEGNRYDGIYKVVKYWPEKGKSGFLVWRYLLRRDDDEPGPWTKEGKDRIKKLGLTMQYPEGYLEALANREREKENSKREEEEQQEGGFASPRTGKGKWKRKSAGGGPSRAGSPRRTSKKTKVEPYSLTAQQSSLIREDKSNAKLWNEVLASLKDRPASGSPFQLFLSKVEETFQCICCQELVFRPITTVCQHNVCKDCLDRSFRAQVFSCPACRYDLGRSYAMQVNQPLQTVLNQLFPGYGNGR
# proKLK7 act – proKLK7 (human) activation, primary screen. P49862. purified proKLK7, EDANS-DABCYL substrate fluorescence; 100% is mature enzyme control, 0% vehicle. activation, % at 7 µM. actives 0.9% (n = 370,000). AID 652039;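 active = activation above the mean of all tested compounds plus 3 SD, computed per campaign excluding outliers beyond control limits, cut at about 13% in these data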
# The depositor's hits bear a star; i = inactive; nt = not tested or not shown.
SMILES,ADAM17 inh,PLC-gamma1 inh,ARFGAP1 inhibitor,Tn7 DDE FP,DDE Tn6 FP inh,ASAP1 GAP inh,MBD2 inh,PLC-beta3 inh,UHRF1 binding,proKLK7 act
COc1ccc(NC(=O)CSc2ccccc2)c(OC)c1,-3,0,5,0,3,-1,2,-1,-1,0.7
Cc1coc2cc3oc(=O)c(CCC(=O)NCc4ccccn4)c(C)c3cc12,-48,-81,7,-2,1,-6,0,-114,-5,6.6
COc1ccc(CCNC(=O)CN2CCCc3ccccc32)cc1OC,-4,-2,9,-7,-3,13,2,-6,-1,-0.7
CNS(=O)(=O)/C=C/c1ccccc1,0,3,1,0,2,-4,-1,0,1,0.1
Fc1ccc(CSc2nc3ccccc3[nH]2)c2ccccc12,6,1,-8,1,-6,1,2,-1,2,-0.1
COc1cccc(-n2c(SCC(=O)OC(C)C)nnc2-c2cccnc2)c1,-2,-1,-5,-5,7,-1,-1,0,-2,0.4
Cc1ccc(N2CC(C(=O)Nc3ccc(S(=O)(=O)N4CCCC4)cc3)CC2=O)cc1C (configuration not stated),1,-1,-1,3,2,7,0,-3,-2,0.2
COc1cccc(OC)c1NC(=O)Cn1nc(C)c2ccccc2c1=O,7,-2,3,1,-2,-2,-3,-4,4,-0.8
Cc1ccccc1NC(=S)NN1CCN(C)CC1,-1,2,2,-3,-6,-6,1,4,3,-0.5
Cc1ccc(N2CCN(c3ccc(C)cc3)C(CC(=O)O)C2=O)cc1 (configuration not stated),-8,3,4,-8,-1,-10,4,-6,0,0.4
COc1ccc(CC(N)c2csc(NC(=O)c3cc(C(C)(C)C)oc3C)n2)cc1 (configuration not stated),1,2,5,-8,2,-1,0,1,0,-0.5
Cc1csc(=O)n1CCC(=O)OCC(=O)NCc1ccccc1,0,-1,2,-2,-6,11,-1,-2,0,0.0
COC(=O)c1ccccc1NC(=O)c1nc(S(=O)(=O)Cc2ccccc2)ncc1Cl,-5,1,-6,-4,-5,3,5,-8,6,-0.5
COc1ccc(/C=C2\N=C(SC)N(c3ccccc3OC)C2=O)cc1,-5,-9,8,3,-7,-19,0,-18,3,-0.4
COc1ccc(S(=O)(=O)N2CCN(C(=O)c3cc(-c4ccccc4OC)n[nH]3)CC2)cc1,2,1,0,-2,7,9,1,-2,2,0.6
CCCCNC(=O)CSc1nnc(-c2ccco2)n1C,-6,-1,-11,-1,-2,-5,3,-1,8,-0.2
Cn1c(-c2ccccc2)n[nH]c1=S,0,7,-6,0,-2,6,2,-1,1,-0.8
Cc1ccc(C2CC(=O)Nc3cc4c(cc32)OCCO4)s1 (configuration not stated),-2,-7,-11,-3,-1,3,7,-9,8,0.4
O=C(O)CC/C(=N/NC(=O)c1ccc(-c2ccccc2)cc1)c1ccccc1,-1,-4,10,-5,-10,14,2,-18,3,-1.4
Cc1ccc(C)c(-c2csc(N/N=C/c3ccco3)n2)c1,2,-9,7,8,-1,-8,3,-7,-1,-0.9

# Full records as entered above.
# Cc1ccc(N2CC(C(=O)Nc3ccc(S(=O)(=O)N4CCCC4)cc3)CC2=O)cc1C (configuration not stated) in the list: ADAM17 inh = 1; PLC-gamma1 inh = -1; ARFGAP1 inhibitor = -1; Tn7 DDE FP = 3; DDE Tn6 FP inh = 2; ASAP1 GAP inh = 7; MBD2 inh = 0; PLC-beta3 inh = -3; UHRF1 binding = -2; proKLK7 act = 0.2
# Cc1ccc(C)c(-c2csc(N/N=C/c3ccco3)n2)c1 in the list: ADAM17 inh = 2; PLC-gamma1 inh = -9; ARFGAP1 inhibitor = 7; Tn7 DDE FP = 8; DDE Tn6 FP inh = -1; ASAP1 GAP inh = -8; MBD2 inh = 3; PLC-beta3 inh = -7; UHRF1 binding = -1; proKLK7 act = -0.9

# Carrying on.
SMILES,ADAM17 inh,PLC-gamma1 inh,ARFGAP1 inhibitor,Tn7 DDE FP,DDE Tn6 FP inh,ASAP1 GAP inh,MBD2 inh,PLC-beta3 inh,UHRF1 binding,proKLK7 act
N#CCCCc1cn(-c2cccc(-c3noc4c3C(=O)N(CC(=O)N3CCOCC3)CC4)c2)nn1,-1,1,nt,-6,2,nt,-2,2,4,0.1
COc1ccc2c(=O)c(-c3ccc(C)cc3)c(-c3ccccc3)oc2c1,1,-3,0,-1,7,15,-1,-7,1,-0.1
O=C(Cc1ccc(Cl)cc1)NNC1CC(=O)N(c2ccc3ccccc3c2)C1=O (configuration not stated),3,4,4,-7,-2,2,-3,-12,-2,1.3
O=C(Nc1ccc(N2CCN(C(=O)c3ccco3)CC2)cc1)c1ccccc1F,1,4,-8,-5,8,-7,-2,0,-2,-0.7
Cc1sc(NC(=O)C2=COCCO2)c(C(N)=O)c1C,-4,-14,20,3,-3,-12,4,-17,2,0.4
CCOc1cc2c(C#N)c(N3CCCC3)nc(N)c2c(N)n1,-42,-123,1,-1,2,10,-3,-233,-5,0.7
O=c1ncn(-c2cccc(Cl)c2)c2ccccc12,1,0,-3,6,3,9,-7,-6,-1,-0.2
CSc1ccccc1C(=O)C1CCCN(S(=O)(=O)c2c(C)noc2C)C1 (configuration not stated),-3,-3,0,5,6,0,5,-7,0,0.2
O=C(O)CSc1nc2ccccc2[nH]1,0,1,7,-8,-1,7,-7,4,1,0.0
CN(c1cccnc1)c1ccc(NC(=O)Cc2c[nH]c3ccccc23)cc1-c1ccc(C(C)(C)C)cc1,3,-30,-3,-1,-7,-2,-1,-33,-2,-0.3
COc1ccc(C2CC(c3ccc(OC)c(OC)c3)=NN2S(C)(=O)=O)cc1 (configuration not stated),-3,3,-2,2,10,-6,-2,-4,-1,0.3
Cc1cccnc1NC(N)=S,-4,0,8,2,3,-1,2,-2,1,0.7
CC(C)Oc1ccc(CCC(=O)NNC(=O)c2ccccc2C(=O)O)cc1,1,1,0,-1,5,-3,-5,-7,-2,-0.1
COc1cc(-c2noc(C)c2C(=O)NCCCn2ccnc2)cc(OC)c1OC,-2,0,-6,1,-2,-14,3,-2,-1,0.1
COC(=O)CC1C(=O)NCCN1C(=O)c1cc(OC)c(OC)cc1OC (configuration not stated),-3,1,-2,1,-6,-13,-2,-2,0,0.4
Cc1ccc(C(C)C)c(OCC(=O)Nc2ccccc2N2CCN(C)CC2)c1,-1,1,-3,-1,1,4,-4,-3,0,0.7
O=C(c1cccnc1)N1CCN(C/C=C/c2ccccc2)CC1,0,-1,9,-8,-8,-15,0,-4,-1,0.1
O=C(Nc1cccc(Cl)c1)Nc1nc(-c2ccc(Cl)cc2)cs1,-2,4,6,-1,-8,3,-5,3,-1,-0.3
Cc1cnc(NC(=O)CSc2nc3ccccc3c(=O)[nH]2)s1,-6,-2,8,5,5,-9,-4,1,-1,-0.1
CCC(=O)c1ccc(N2CCN(C(=O)Cc3ccccc3)CC2)c(F)c1,-2,-1,5,3,-11,19,-4,-1,3,0.9
Cc1cc2ncc(C(=O)N=CN(C)C)cn2n1,0,0,-8,-3,3,-4,5,-1,2,0.2
O=C(O)c1cc2nc3c(c(C(F)(F)F)n2n1)CCCC3,-4,-2,-7,-3,3,-10,1,-4,-3,0.7
CCOC(=O)[C@@]12CCCC3=C1N(CCC3)C(=O)[C@H]2CC(=O)N1CCSCC1,-3,-2,nt,3,-7,nt,6,-5,0,0.4
CSCCNC(=O)C1(C)CCN1C(=O)c1cc(C)n(C)n1 (configuration not stated),-2,1,4,-2,-1,9,2,4,2,1.1
CCCN(CCC)C(=O)CSc1nc2ccccc2c(=O)n1C1CCCC1,0,4,0,-6,0,5,-1,8,2,1.1
CCOC(=O)CSc1nc2ccccc2c(=O)n1CC1CCCC1,8,8,-8,-3,1,4,-3,1,2,0.3
C=CCNC(=S)NNC(=O)C(CCC(C)C)CC(C)(C)O (configuration not stated),-2,-3,-4,12,2,-9,-2,0,-1,0.0
O=C(Nc1ccc(N2CCN(Cc3ccccc3)CC2)cc1)c1ccco1,-4,-1,3,-6,-6,5,2,-9,0,-0.4
O=C(O)c1ccccc1OCCOc1ccccc1,-2,-1,4,-5,3,6,0,0,1,-0.3
COCCNc1nc2c(c(=O)n(C)c(=O)n2C)n1CCCc1ccccc1,-7,1,0,0,-2,-3,1,-4,1,1.1
COc1cccc(CNC(=O)CCc2nc3cc(S(=O)(=O)N4CCOCC4)ccc3n2C)c1,-2,2,0,-1,4,0,3,-3,1,-0.9
COc1ccc(CCNS(=O)(=O)c2ccccc2[N+](=O)[O-])cc1OC,-2,1,0,1,11,7,-1,-4,0,-0.3
CCOC(=O)c1cnc(-n2nc(C)cc2C)nc1NCc1ccc2c(c1)OCO2,-8,-1,0,5,-7,0,5,3,3,-0.1
CCc1onc(C)c1C(=O)Nc1ccc2c(c1)OCO2,-2,2,2,-5,-8,-5,2,2,-1,-0.1
O=C(N/C=C/n1cnc2cc(C(F)(F)F)ccc21)c1ccccc1F,1,0,3,-3,1,0,0,0,-2,-0.2
COC(=O)N1CC=CC1(C)C(=O)NCc1cc(F)cc(C(F)(F)F)c1 (configuration not stated),-7,1,-1,9,-1,-6,0,-5,1,-0.6
CCn1c(SCC(=O)N2CCCCC2)nc2c1c(=O)n(C)c(=O)n2C,-3,0,4,7,-3,-8,-2,-8,3,-0.1
O=C1C=C(O)c2c(O)cc(O)c(O)c2C1=O,1,31*,-21,2,2,-9,49*,15*,77*,0.2
COc1cc(/C=C/C(=O)OCC(=O)Nc2cc(S(=O)(=O)N3CCCC3)ccc2Cl)cc(OC)c1OC,-18,-53,4,5,1,-5,-4,-82,-1,-4.2
COc1ccc(C)cc1NC(=O)C1COc2ccccc2O1 (configuration not stated),5,3,-4,-6,1,-9,-2,2,0,-0.7
O=C(NCc1ccco1)C1CC(=O)N(c2ccc(O)cc2)C1 (configuration not stated),-4,-1,8,-8,-4,-1,0,3,-1,0.7
O=P(Cc1ccccc1)(c1ccccc1)c1ccccc1,1,8,3,3,-3,-7,-5,6,-1,-0.6
Cn1cnnc1SCC(=O)NCCC(c1ccccc1)c1ccccc1,-4,-1,4,8,-3,-8,-3,-1,-2,0.2
COc1ccc(S(=O)(=O)N2CCOC2CNC(=O)C(=O)NCc2ccc(F)cc2)cc1 (configuration not stated),-2,2,3,0,-2,-7,1,-8,1,-0.2
CCCn1c(=O)c(/C(N)=N/O)nn(-c2cccc(C(F)(F)F)c2)c1=O,-1,3,-4,-5,-5,8,2,-6,2,-0.1
CCc1nnc(NS(=O)(=O)c2ccc(NC(=O)c3cccc(Br)c3)cc2)s1,9.6*,4,3,3,-6,5,10,-20,2,0.3
O=C(NC(c1ccc(Cl)cc1)c1ccccn1)C1CCN(CCOc2ccc(Cl)cc2Cl)CC1 (configuration not stated),2,-2,11,0,-4,-6,3,-3,-1,0.6
O=C(Oc1c(-c2ccco2)oc2ccccc2c1=O)c1cccnc1,-94,i,-5,-2,-2,5,-6,i,-6,19*

# Rows are unselected. Share with any hit: about 4.1%.
